Screening data (PubChem BioAssay)
bIAP inh: blocks bovine intestinal alkaline phosphatase activity. purified bovine IAP, CDP-star luminescence, 30 min. inhibition, % at 20 µM. AID 1019. 190,000 tested, under 10 active;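 active means over 50% inhibition of intestinal alkaline phosphatase at 20 µM in the single-dose screen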
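Assay system: bovine IAP enzyme; medium: DEA buffer 100 mM, pH 9.8, with MgCl2 1.0 mM, ZnCl2 0.02 mM; doses: 20 µM single dose; incubation: enzyme reaction for 30 min at room temperature; detection: CDP-star luminescence signal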
PPARg SRC-1 ag: promotes SRC-1 coactivator recruitment by human PPARgamma | activation, % at 8 µM | PPARgamma-SRC-1 coactivator recruitment biochemical assay | hit rate 0.41% among 200,000; in the data active means activation above about 19%;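 further: 0% = DMSO and 100% = reference agonist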
Target sequence (P37231 whole entry, looked up): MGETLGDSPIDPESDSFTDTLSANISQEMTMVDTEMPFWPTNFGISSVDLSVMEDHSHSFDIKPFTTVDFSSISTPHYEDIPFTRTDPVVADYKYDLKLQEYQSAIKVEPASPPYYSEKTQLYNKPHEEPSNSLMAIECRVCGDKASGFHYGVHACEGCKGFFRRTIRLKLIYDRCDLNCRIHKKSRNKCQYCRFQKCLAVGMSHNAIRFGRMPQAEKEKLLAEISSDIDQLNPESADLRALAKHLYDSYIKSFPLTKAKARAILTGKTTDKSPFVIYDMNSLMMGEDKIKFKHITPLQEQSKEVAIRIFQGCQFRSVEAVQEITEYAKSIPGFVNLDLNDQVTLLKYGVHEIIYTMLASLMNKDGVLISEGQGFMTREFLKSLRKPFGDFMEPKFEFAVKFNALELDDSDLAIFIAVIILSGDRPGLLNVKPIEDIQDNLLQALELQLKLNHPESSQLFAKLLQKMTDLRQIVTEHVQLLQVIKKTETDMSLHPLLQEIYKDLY
PPARg SRC-2 ag: PPARgamma-driven SRC-2 recruitment agonism | PPARgamma LBD-SRC-2 recruitment, biochemical | P37231 | hit rate 0.34% among 200,000 | activation, % at 8 µM | AID 1032; in the data active means activation above about 22%;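 further: 0% = vehicle and 100% = reference agonist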
ROMK mod: modulates human ROMK potassium channel activity; hit rate 2% among 130,000; P48048; B-score at 10 µM; Tet-inducible ROMK, thallium flux fluorescence; actives lie on both sides;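 active means signal ratio slope over the read window, or its plate-corrected B-score, at least 3 SD from the plate mean, either direction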;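 further: B-score of the F/F0 ratio slope over 7 to 12 s after thallium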
SRC2 TRFRET art: flags TR-FRET format artefacts in PPARgamma SRC-2 recruitment agonist screen; AID 1049; TR-FRET artefact counter-screen; stronger effect = higher value; TR-FRET ratio at 8 µM; hit rate 0.4% among 200,000; in the data active means TR-FRET ratio above about 2000; further: inactives centre near 1500
bIAP activator: increases bovine intestinal alkaline phosphatase activity | purified bovine IAP, CDP-star luminescence, 30 min; stronger effect = higher value; fold of DMSO-control signal, blank-subtracted | activation factor at 20 µM | hit rate 0.17% among 200,000 | AID 1016;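 active means activation factor of 2 or more at 20 µM, a signal rise over negative controls twice the positive control's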
PPARg SRC3 recr: promotes SRC-3 coactivator recruitment by human PPARgamma; P37231; biochemical PPARgamma/SRC-3 coactivator recruitment assay; activation, % at 8 µM; hit rate 0.26% among 200,000; in the data active means activation above about 23%;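 further: 0% = DMSO and 100% = reference agonist; some compounds past the cut are filed as inactive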
STAT3 blocker: reduces IL-6 driven STAT3 reporter signal; U3A cells, IL-6 STAT3-luciferase reporter, luminescence; host cell line lacks STAT1; AID 862; hit rate 0.89% among 190,000; inhibition, % at 5.5 µM;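 active means inhibition above the mean inhibition across all screened compounds plus 3 SD, cut at about 44% in these data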;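 further: 0% = DMSO only wells and 100% = 100 µM nifuroxazide control wells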
TNAP act hiacc: TNAP (human) activation, high acceptor. P05186. purified TNAP, CDP-star luminescence, 1 M DEA, 30 min; stronger effect = higher value; 0 = EDTA background, 1 = DMSO-only activity. activation factor at 20 µM. 200,000 tested, under 10 active;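 active means activation factor at least 2 at 20 µM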
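Measured by: Luminescent substrate turnover signal | Test system: Human TNAP | Input: TNAP 1/800 final | Dosing: 20 µM single point | Schedule: 30 min, room temperature | Controls: EDTA wells as negative control, DMSO wells as positive control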
STAT1 blocker: reduces IFN-gamma driven STAT1 reporter signal; NIH 3T3 STAT1-luciferase reporter, luminescence; hit rate 0.35% among 200,000; AID 920; inhibition, % at 5.5 µM;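 active means inhibition above a set limit, the mean inhibition across all tested compounds plus 3 SD, cut at about 34% in these data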;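 further: 0% = IFN-gamma with DMSO and 100% = IFN-gamma with 300 µM nifuroxazide; values of inactives mirror those of a sister screen read the other way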
STAT3 activator: increases IL-6 driven STAT3 reporter signal | U3A cells, IL-6 STAT3-luciferase reporter, luminescence; 100% = signal with IL-6 EC80 alone | activation (% of control), % at 5.6 µM | hit rate 0.91% among 190,000 | AID 871;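 active means activation above the screen-wide mean of compound activation plus 3 SD, cut at about 130% in these data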;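 further: 0% = background luminescence of wells with medium and substrate only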
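Detection: reporter luminescence signal / Assay system: STAT1-lacking human U3A cells, STAT3 luciferase reporter / Incubation: compound pre-incubation 1 h before IL-6, then 6 h stimulation at 37 °C / Control set: IL-6-only high control / Read-out: % activation relative to IL-6 control / Probe or stimulus: Interleukin-6, 33 ng/mL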
The depositor's hits bear a star; · = no result given.

1) CCN(CC)C(=O)C1CCCN(Cc2cccc(F)c2)C1 (centres undefined)
2) COc1ccc(S(=O)(=O)CCc2nnc(NC(C)=O)s2)cc1
3) CCSc1nnc(NC(=O)NC(CC)(C(F)(F)F)C(F)(F)F)s1
4) Cc1cc(=O)oc2c1c(C)nn2-c1ccc(Br)cc1
5) Cn1cc(CNC(=O)C2c3ccccc3Oc3ccccc32)cn1
assay / entry | 1 | 2 | 3 | 4 | 5
STAT3 blocker | 9 | -4 | 10 | -26 | -2
PPARg SRC-1 ag | -7 | 3 | 8 | 0 | 3
PPARg SRC-2 ag | -4 | 14 | 3 | -1 | -12
STAT1 blocker | -6 | -4 | 8 | -4 | 7
bIAP activator | 0.9 | 1 | 0.9 | 1 | 1
PPARg SRC3 recr | -6 | 6 | -10 | 1 | -6
bIAP inh | 7 | 3 | 8 | 2 | 3
STAT3 activator | 98 | 107 | 96 | 124 | 104
TNAP act hiacc | 1.1 | 1.1 | 1.1 | 1 | 1
ROMK mod | · | 0.22 | -4* | 0.31 | -0.79
SRC2 TRFRET art | 1425 | 1771 | 1519 | 1642 | 1401

6) Cc1cc(N)n(-c2ccc(Cl)cc2)n1
7) CCOC(=O)c1c(CSc2ccccc2)n(C)c2ccc(O)c(CN3CCOCC3)c12
8) CCOC(=O)N1CCN(C(=O)c2oc3ccc(S(=O)(=O)N4CCCCC4)cc3c2C)CC1
9) COc1ccc(C2CC(c3cc(Br)ccc3F)n3nnnc3N2)cc1 (centres undefined)
10) O=C(Nc1nsc(-c2ccccc2)n1)c1ccc(F)cc1
assay / entry | 6 | 7 | 8 | 9 | 10
STAT3 blocker | -27 | -3 | 11 | 18 | 28
PPARg SRC-1 ag | -2 | 6 | -5 | 0 | 0
PPARg SRC-2 ag | 1 | 3 | 1 | 7 | -6
STAT1 blocker | -4 | 2 | 2 | 1 | -33
bIAP activator | 1.1 | 1 | 1 | 0.9 | 0.5
PPARg SRC3 recr | 0 | 2 | -2 | -7 | 1
bIAP inh | -12 | -1 | 4 | 11 | 48
STAT3 activator | 128 | 109 | 93 | 90 | 83
TNAP act hiacc | 1.1 | 1 | 1.1 | 1 | 1
ROMK mod | · | -1.6 | 0.73 | · | -0.055
SRC2 TRFRET art | 1494 | 1826 | 1637 | 1603 | 1527

11) CCNC(=O)CSc1nnc(-c2cccc(S(=O)(=O)N(CC)CC)c2)n1CCc1ccccc1
12) O=C(O)c1cccc(NC(=O)c2ccc(S(=O)(=O)c3ccccc3)cc2)c1
13) Cc1ccc(S(=O)(=O)N(C)CC(=O)O/N=C(\N)c2cccc([N+](=O)[O-])c2)cc1
14) CC(C)C1N(c2ccccc2)C(N)=C(C#N)C1(C#N)C#N (centres undefined)
15) CCC1(CC)NC(=O)N(CC(=O)OCC(=O)Nc2cc(C)ccc2C)C1=O
assay / entry | 11 | 12 | 13 | 14 | 15
STAT3 blocker | 2 | 6 | 2 | 11 | 10
PPARg SRC-1 ag | -6 | 2 | 4 | -3 | 4
PPARg SRC-2 ag | -8 | 7 | 0 | 0 | 8
STAT1 blocker | 10 | 16 | -4 | 12 | 4
bIAP activator | 1.1 | 1.1 | 0.8 | 0.9 | 0.8
PPARg SRC3 recr | 3 | -3 | -5 | -5 | 0
bIAP inh | -5 | -6 | 20 | 13 | 17
STAT3 activator | 100 | 95 | 104 | 96 | 94
TNAP act hiacc | 1 | 1 | 1.1 | 1 | 1
ROMK mod | · | 1.4 | -0.77 | · | 0.41
SRC2 TRFRET art | 1540 | 1639 | 1338 | 1328 | 1642

Part of the list above, set out differently:
no.	structure	STAT3 blocker	PPARg SRC-1 ag	PPARg SRC-2 ag	STAT1 blocker	bIAP activator	PPARg SRC3 recr	bIAP inh	STAT3 activator	TNAP act hiacc	ROMK mod	SRC2 TRFRET art
4	Cc1cc(=O)oc2c1c(C)nn2-c1ccc(Br)cc1	-26	0	-1	-4	1	1	2	124	1	0.31	1642
5	Cn1cc(CNC(=O)C2c3ccccc3Oc3ccccc32)cn1	-2	3	-12	7	1	-6	3	104	1	-0.79	1401
6	Cc1cc(N)n(-c2ccc(Cl)cc2)n1	-27	-2	1	-4	1.1	0	-12	128	1.1	·	1494
7	CCOC(=O)c1c(CSc2ccccc2)n(C)c2ccc(O)c(CN3CCOCC3)c12	-3	6	3	2	1	2	-1	109	1	-1.6	1826
8	CCOC(=O)N1CCN(C(=O)c2oc3ccc(S(=O)(=O)N4CCCCC4)cc3c2C)CC1	11	-5	1	2	1	-2	4	93	1.1	0.73	1637
9	COc1ccc(C2CC(c3cc(Br)ccc3F)n3nnnc3N2)cc1 (centres undefined)	18	0	7	1	0.9	-7	11	90	1	·	1603
10	O=C(Nc1nsc(-c2ccccc2)n1)c1ccc(F)cc1	28	0	-6	-33	0.5	1	48	83	1	-0.055	1527
11	CCNC(=O)CSc1nnc(-c2cccc(S(=O)(=O)N(CC)CC)c2)n1CCc1ccccc1	2	-6	-8	10	1.1	3	-5	100	1	·	1540
12	O=C(O)c1cccc(NC(=O)c2ccc(S(=O)(=O)c3ccccc3)cc2)c1	6	2	7	16	1.1	-3	-6	95	1	1.4	1639
13	Cc1ccc(S(=O)(=O)N(C)CC(=O)O/N=C(\N)c2cccc([N+](=O)[O-])c2)cc1	2	4	0	-4	0.8	-5	20	104	1.1	-0.77	1338
14	CC(C)C1N(c2ccccc2)C(N)=C(C#N)C1(C#N)C#N (centres undefined)	11	-3	0	12	0.9	-5	13	96	1	·	1328
15	CCC1(CC)NC(=O)N(CC(=O)OCC(=O)Nc2cc(C)ccc2C)C1=O	10	4	8	4	0.8	0	17	94	1	0.41	1642

Continued.
16) Cc1cc(C)c2c(c1)-c1c(ssc1=S)C(C)(C)N2C(=O)CN1C(=O)c2ccccc2C1=O
17) C=CCn1c(=NC(=O)CN2C(=O)CCC2=O)sc2cccc(OC)c21
18) CCC1CCc2c(c3ccccc3[nH]c2=O)O1 (centres undefined)
19) Cc1ccccc1/[N+]([O-])=C/c1ccncc1
20) CCC(O)CC(C(=O)NNc1ccccc1)C(=O)NNc1ccccc1 (centres undefined)
21) COc1ccc(CN2CCN(Cc3nc4ccccc4s3)CC2CCO)c(C)c1C (centres undefined)
22) Cc1c(NC(=O)c2cnn3c2NC(c2ccco2)CC3C(F)(F)F)c(=O)n(-c2ccccc2)n1C (centres undefined)
23) Cc1ccc(S(=O)(=O)N2CCN(C(C)C)CC2)cc1
assay / entry | 16 | 17 | 18 | 19 | 20 | 21 | 22 | 23
STAT3 blocker | 2 | 2 | 7 | 5 | 5 | 7 | 6 | 6
PPARg SRC-1 ag | 2 | 2 | 0 | 3 | 9 | 3 | 2 | -3
PPARg SRC-2 ag | 0 | 2 | 10 | 6 | -5 | 14 | 5 | 4
STAT1 blocker | -5 | 1 | -1 | 7 | -6 | 2 | 2 | 4
bIAP activator | 1 | 0.9 | 0.5 | 0.9 | 1 | 1.2 | 1 | 1
PPARg SRC3 recr | -1 | 7 | -9 | 3 | 3 | 4 | -17 | -1
bIAP inh | -4 | 7 | 48 | 5 | -1 | -15 | 5 | 0
STAT3 activator | 99 | 102 | 97 | 95 | 100 | 98 | 96 | 99
TNAP act hiacc | 0.9 | 1 | 1 | 1 | 1.1 | 1 | 1 | 1.1
ROMK mod | 0.0014 | · | · | 0.8 | 0.15 | -1.4 | -0.57 | -0.054
SRC2 TRFRET art | 1760 | 1769 | 1518 | 1627 | 1511 | 1542 | 1523 | 1813
